NS5 inhibitors = Dengue-2 NS5 methyltransferase inhibitors, primary screen, biochemical, confirmation dose response (AID 588689). 340,000 tested, 0.3% active. Dengue-2 NS5 methyltransferase capping enzyme assay, biochemical; higher % means a stronger effect. inhibition, % at 25 µM, or IC50 in µM where a hit was titrated; in the data active = a potency from the dose series; inconclusive = inhibition above about 29% without an active follow-up result
K1F lysis inhibition = protection from phage-mediated lysis, alamar blue read-out – E. coli UTI89, K1F phage, bacterial capsule biogenesis inhibitors (AID 488966); inhibition, % at 100 µM; hits with a dose series show IC50 in µM; 340,000 tested, 0.02% active; E. coli UTI89 K1F phage lysis, alamar blue, 2 h; higher % means a stronger effect;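 active = phage lysis inhibition, versus mean bacterial control, above a set limit; inconclusive = no clear call, values can overlap the other calls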;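 also: capsule biogenesis inhibitors block K1F phage lysis so surviving cells raise fluorescence; higher fluorescence means more inhibition of phage lysis; actives were called in the ten point dose series up to 300 µM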
HIV peptide binding = cell-free HIV fusion peptide-binding blockers – biochemical, uHTS, fluorescence dequenching, primary screen (AID 1986). cell-free peptide binding, fluorescence dequenching, 30 min; higher % means a stronger effect. one-dose inhibition, % at 20 µM; IC50 in µM for titrated hits. 290,000 tested, 0.3% active; in the data active = inhibition mostly above about 52%, no sharp cut-off; inactive = mostly below about 76%; also: some results filed as inactive read as strong as hits
GPR35 arrestin U2OS = GPR35 antagonists blocking zaprinast-driven arrestin recruitment, primary screen, imaging, U2OS, beta-arrestin-GFP, zaprinast agonist (AID 2058); one-dose inhibition, % at 10 µM; IC50 in µM for titrated hits; 290,000 tested, 0.052% active; U2OS GPR35 beta-arrestin-GFP translocation imaging, zaprinast antagonism; higher % means a stronger effect;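 active = inhibition of at least 50% with at least 30 cells and total cytoplasm GFP at most 10,000,000; inconclusive = under 30 cells or total GFP of 10,000,000 plus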
GPR55 antagonists = inhibition of LPI-stimulated GPR55 beta-arrestin translocation – imaging, U2OS, beta-arrestin-GFP, LPI agonist, primary screen (AID 2013); U2OS GPR55 beta-arrestin-GFP translocation imaging, LPI antagonism; higher % means a stronger effect; inhibition, % at 10 µM, or IC50 in µM where a hit was titrated; 290,000 tested, 0.13% active;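 active = spots per cell inhibited over 60%, with over 100 cells counted and total cytoplasm intensity under 500,000; inconclusive = wells with under 100 cells, flagged as likely toxic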;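 also: U2OS cells stably carrying GPR55 and arrestin-GFP stimulated by 5 µM LPI near EC80; imaged beta-arrestin-GFP aggregate spots per cell after agonist stimulation; plate controls were LPI-stimulated DMSO wells for no effect and DMSO wells without LPI for full effect; some results filed as inactive read as strong as hits; confirmed hits need IC50 under 10 µM and bright autofluorescent wells are also inconclusive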
GPR55 beta-arrestin = selective activators of receptor GPR55 – imaging, U2OS cells, beta-arrestin-GFP redistribution, primary screen (AID 1961). activation, % at 10 µM, or EC50 in µM where a hit was titrated. 290,000 tested, 0.048% active. U2OS GPR55 beta-arrestin-GFP redistribution imaging; higher % means a stronger effect;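 active = activation above 40% with more than 50 cells counted in the well; inconclusive = wells holding fewer than 50 cells, flagged as toxic or sparse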;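 also: U2OS osteosarcoma cells stably expressing GPR55 and beta-arrestin-GFP; plate controls were DMSO negative control for no effect and LPI positive control for full effect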
NTR1 agonist = NTR1-driven beta-arrestin-GFP spot formation – imaging, U2OS cells, high content, primary screen (AID 493036); agonist mode; 330,000 tested, 0.17% active; P30989; activation, % at 20 µM;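 active = activation at or above 40% of the spot to cytoplasm intensity ratio, with at least 20 cells analyzed; inconclusive = wells under 20 cells, flagged as cytotoxic or low count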;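 also: 0% = DMSO without peptide and 100% = 100 nM NTR1 peptide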
Target sequence (P30989 whole entry, looked up): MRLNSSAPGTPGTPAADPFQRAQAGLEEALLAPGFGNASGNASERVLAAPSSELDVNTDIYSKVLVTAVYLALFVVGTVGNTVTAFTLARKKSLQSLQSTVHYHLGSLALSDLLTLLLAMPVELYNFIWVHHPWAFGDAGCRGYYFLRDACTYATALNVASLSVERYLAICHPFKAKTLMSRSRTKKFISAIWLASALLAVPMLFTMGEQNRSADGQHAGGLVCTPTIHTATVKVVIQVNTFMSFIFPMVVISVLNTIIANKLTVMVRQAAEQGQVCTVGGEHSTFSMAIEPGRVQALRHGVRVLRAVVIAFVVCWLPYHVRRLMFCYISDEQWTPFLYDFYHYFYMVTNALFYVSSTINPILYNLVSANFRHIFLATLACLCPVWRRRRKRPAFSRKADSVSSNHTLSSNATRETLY
AID2073 = inhibitors of Mint1-CaV2.2 protein interaction, biochemical, HTRF (AID 2073); 290,000 tested, 0.19% active; HTRF protein-protein interaction, Mint1-CaV2.2; higher % means a stronger effect; inhibition, % at 20 µM, or IC50 in µM where a hit was titrated; in the data active = inhibition mostly above about 51%, no sharp cut-off; inconclusive = no clear call, values can overlap the other calls; inactive = mostly below about 53%; also: some results filed as inactive read as strong as hits
Siah-1 displacement = blockers of Siah-1 interaction with plectin peptide – biochemical, fluorescence polarization, rhodamine-plectin, uHTS, primary screen (AID 1817) | Siah-1 / rhodamine-plectin peptide fluorescence polarization; higher % means a stronger effect | 290,000 tested, 0.02% active | displacement, % at 20 µM, or IC50 in µM where a hit was titrated;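 active = displacement of at least 50% at 20 µM, with a fluorescence ratio check between 0.3 and a set limit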;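 also: plate controls were Siah plus tracer with DMSO for no effect and tracer alone without Siah for full effect; strong numbers were not always called active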
NTR1 agonist cell count 20 µM = recorded beside NTR1 agonist, whose call it bears; cell count; measured here: cell count, cytotoxicity flag
An asterisk follows results filed as active; ? = inconclusive; · = not tested or not shown; [ ] = dose if it differs, or a comment.

Under each structure: HIV peptide binding | NTR1 agonist | K1F lysis inhibition | AID2073 | GPR35 arrestin U2OS | GPR55 antagonists | Siah-1 displacement | GPR55 beta-arrestin | NS5 inhibitors | NTR1 agonist cell count 20 µM
1. CN(C)CCN(Cc1ccc(Cl)cc1)c1ccccn1
  0.1% | -1.6 | -2.8% | 3% | 0% | 10% | -1% | 0.2% | 4% | 58
2. Cc1cc(NC(=O)c2ccc(NC(=O)C3CC3)cc2)no1
  -0.4% | -0.9 | -0.3% | 5% | 0% | 8% | -1% | -0.1% | -2% | 76
3. CCOc1ccccc1Nc1nnc(SCc2nnc(-c3cc(OC)c(OC)c(OC)c3)o2)s1
  -0.2% | 4.3 | -1.7%[50 µM] | -2% | -20% | -4% | 9% | 0.2% | -9% | 68
4. CC1CCN(C(=O)c2ccccc2NC(=O)c2cccc(S(=O)(=O)N(C)C)c2)CC1
  0.0% | -0.1 | 0.0% | 0% | 9% | 4% | -1% | -0.1% | 4% | 62
5. C=CCn1c(NC(=O)c2ccco2)nc2ccccc21
  -0.1% | 0.7 | 0.0% | 13% | 15% | -7% | -2% | -0.1% | -2% | 59
6. Cc1ccc(-n2ccc(=O)c(-c3ccnc(SCc4cccc(Cl)c4)n3)n2)cc1
  2.2% | 9.7 | 0.5% | 15% | 3% | 8% | -1% | -0.1% | -7% | 44
7. CCn1c(=S)[nH]c2ccccc21
  -1.5% | 3.9 | 0.2% | -26% | 18% | 8% | -4% | 0.2% | -2% | 33
8. COc1ccc(C(C(=O)NCc2ccccc2)N(Cc2ccco2)C(=O)c2snc(C(N)=O)c2N)cc1 (stereo unspecified)
  1.5% | 3.4 | -0.1% | 14% | -6% | 21% | 1% | -0.1% | -12% | 51
9. Clc1ccccc1CO/N=C1\CCCc2nonc21
  -0.4% | 5.2 | 2.3%[50 µM] | 4% | 5% | 3% | 8% | 0.3% | -2% | 69
10. O=c1[nH][nH]c(C(F)(F)F)c1C=Nc1ccccc1
  1.9% | 0.7 | 0.3% | 25% | -4% | -17% | -2% | 0.2% | 0% | 78
11. c1ccc(-c2nc3ccccn3c2NC2CCCC2)nc1
  -1.2% | 2.6 | · | 25% | -10% | 6% | -6% | -0.1% | · | 31
12. O=C(NC1CC1)c1ccc(N2CCCCC2)c([N+](=O)[O-])c1
  0.6% | 0.8 | 1.9%[50 µM] | -1% | 11% | 11% | 1% | 0.0% | -5% | 72
13. Cc1ccc(NC(=S)NN2CCOCC2)c(C)c1
  4.9% | -1.0 | 0.6% | -1% | 10% | 30% | 2% | 0.0% | -1% | 42
14. CSc1ccc(CNC2CC2)cc1
  -1.7% | -1.3 | -0.9% | -1% | 5% | 7% | 1% | 0.0% | 3% | 51
15. O=C1NN(c2cccc(Br)c2)C(=O)/C1=C\c1ccc(O)cc1
  30% | -1.2 | 0.1% | 14% | -5% | 0% | 0% | 0.0% | >100µM* | 66
16. CC(Oc1ccc(C(=O)NCCc2ccccc2)cc1)C(=O)O (stereo unspecified)
  -1.1% | 0.4 | -0.8% | -6% | -18% | 1% | 2% | 0.6% | -2% | 65
17. O=C(Nc1cccn2ncnc12)C(Cl)Cl
  1.4% | 2.1 | 2.3% | 22% | -1% | -3% | 4% | 0.2% | -11% | 78
18. COc1ccccc1N1CCN(/N=C/C(Cl)=C/c2ccccc2)CC1
  1.4% | 1.9 | 1.2% | 14% | 0% | 14% | 1% | -0.1% | -7% | 33
19. O=C(Cn1c(=S)[nH]c2ccccc21)c1ccccc1
  -1.5% | 0.7 | 2.3% | 16% | -11% | 0% | -4% | 0.3% | 1% | 62
20. O=C(O)c1ccc2cc[nH]c2c1
  0.8% | -1.2 | 2.1% | -1% | 14% | -1% | -2% | -0.3% | -6% | 45
21. CC(=O)c1cccc(NC(=O)CCNS(=O)(=O)c2cccc(C(C)=O)c2)c1
  131% | -1.1 | -0.9% | 6% | -13% | -3% | -2% | 0.0% | -3% | 80
22. CCCC(C)C(=O)NCc1ccccc1OC (stereo unspecified)
  2.1% | 2.7 | 0.2% | 6% | 4% | 6% | 3% | 0.6% | 2% | 97
23. Cc1ccc(S(=O)(=O)N(C)C)cc1NC(=O)C1CCC1
  -0.9% | 0.0 | 0.8% | 2% | 16% | -4% | 5% | 0.2% | 8% | 51
24. COc1ccc(-c2noc(CSc3nc(N)c(-c4ccccc4)c(=O)[nH]3)n2)cc1
  1.2% | -0.9 | 3.8% | -1% | -6% | -10% | 9% | -0.1% | 3% | 54
25. COC(=O)c1ccc2ccn(CC(=O)NC3CCCCC3)c2c1
  0.8% | 3.7 | 4.3% | 18% | -4% | -6% | 0% | 0.5% | -6% | 62
26. CCCC(=O)N1CCN(c2ccc(NC(=O)c3sc4ccccc4c3Cl)cc2)CC1
  -2.7% | 0.1 | 2.1% | 1% | 2% | 20% | 1% | 0.2% | -2% | 47
27. COc1ccc(NC(=O)Cc2cccc(F)c2)cc1S(=O)(=O)Nc1ccccc1Cl
  0.7% | -0.1 | 0.4% | 6% | 0% | -12% | -1% | -0.1% | 0% | 60
28. CC(C)[C@H](NC(=O)c1ccco1)C(=O)OCC(=O)c1ccc2c(c1)NC(=O)CO2
  -0.2% | -0.4 | 0.0% | 2% | -8% | 0% | 5% | 0.3% | -2% | 80
29. O=C(Cn1c(=O)sc2ccccc21)N1CCOCC1
  -2.3% | -0.5 | 0.0% | 3% | -8% | -7% | 0% | 0.3% | 2% | 55
30. COc1ccc(CCNC(=O)CN(CCc2ccccc2)S(C)(=O)=O)cc1OC
  -0.5% | -1.1 | -0.9% | 0% | -6% | -7% | 0% | 0.0% | -1% | 85
31. COc1ccc(Nc2c3c(nc4c(-c5ccccc5)c(C)nn24)CCC3)cc1
  -0.6% | 8.6 | 2.5% | 14% | 1% | 7% | -3% | 1.0% | 0% | 50
32. CC(C)(C)NC(=O)C(=O)NN=C1CCCCCCC1
  1.6% | 1.2 | -0.2% | ? | -5% | 4% | 4% | 0.1% | -1% | 33
33. Cn1nc(CC(=O)Nc2cccc3ncccc23)c2ccccc2c1=O
  -0.4% | -0.4 | 0.3% | 17% | 1% | -1% | -1% | -0.2% | -2% | 90
34. CCCOc1ccc(CSc2nnc(CCC)n2N)cc1
  1.0% | -0.3 | 0.2% | -3% | 7% | 6% | -2% | -0.2% | -3% | 55
35. O=[N+]([O-])c1ccc(S(=O)(=O)N2CCSC2c2ccco2)cc1 (stereo unspecified)
  2.2% | 1.7 | 0.4% | 40% | 7% | 16% | 22% | 0.6% | 18% | 54
36. CCc1ccccc1NC(=O)CN(C)C(=O)CSc1nn(-c2ccc(F)cc2)c(=S)s1
  -1.8% | 0.9 | 1.4%[50 µM] | -10% | -2% | 8% | 8% | 0.2% | -2% | 46
37. O=C(O)CSc1nnc(SCc2cccc3ccccc23)s1
  -0.4% | 0.8 | 4.4% | 8% | -14% | 0% | 3% | -0.1% | -6% | 65
38. O=C(CN1C(=O)CSc2ccc(S(=O)(=O)N3CCOCC3)cc21)NCCCN1CCc2ccccc2C1
  -0.6% | -0.3 | 0.2% | 12% | -10% | 4% | 8% | -0.2% | -5% | 46
39. C=CCN1C2CCCC1CC(NC(=O)Nc1cccc(C(C)=O)c1)C2 (stereo unspecified)
  -1.0% | -0.7 | 2.1% | 0% | 13% | -1% | -2% | -0.1% | -1% | 76
40. CC(C)=C1SC(N2CCN(c3cccc(C)c3)CC2)=NC1=O
  0.7% | 1.0 | 4.5% | -3% | -3% | 8% | -2% | -0.2% | 1% | 45
41. COc1ccc(-c2cc(-c3n[nH]c(=S)n3-c3ccccc3OC)[nH]n2)cc1
  2.5% | 0.4 | -0.6%[50 µM] | 13% | 2% | -4% | -1% | -0.2% | 5% | 68
42. Oc1ccccc1-c1nc(NCc2cccnc2)c2ccccc2n1
  3.4% | 5.2 | 0.0% | 21% | 0% | -4% | -3% | -0.1% | -2% | 55
43. O=C(N/N=C/c1cccn1-c1cccc(C(=O)O)c1)Nc1ccccc1
  38% | -3.1 | 1.4%[50 µM] | 9% | -9% | 11% | 9% | -0.2% | -6% | 82
44. COc1ccc(S(=O)(=O)N(CCc2ccccc2)CC(=O)O)cc1C
  -3.5% | -0.8 | -0.3% | 2% | 5% | 2% | -2% | -0.1% | -11% | 60
45. C=C(C)c1cccc(C(C)(C)NC(=O)Nc2ccc(C(N)=O)cc2)c1
  0.7% | 5.2 | -0.2% | 14% | 13% | 5% | 3% | -0.1% | 5% | 88
46. CCc1ccc(/C=N/n2c(C)cc(C)c(C#N)c2=O)cc1
  -2.1% | 0.4 | -0.4% | 9% | 9% | 0% | -5% | 0.7% | 5% | 72
47. Cc1cccc(N2CC(C)Cn3c2nc2c3c(=O)[nH]c(=O)n2C)c1 (stereo unspecified)
  -0.7% | 0.9 | -0.1% | -5% | -10% | -3% | 1% | -0.3% | -7% | 87
48. COc1ccccc1NC(=O)c1nnn(CC(=O)Nc2ccccc2)c1N
  0.1% | -2.0 | 6.0% | 18% | 0% | -16% | -8% | -0.1% | -9% | 78

Structural class, the compounds so far containing a furan ring, fused or not.
Under each structure: HIV peptide binding | NTR1 agonist | K1F lysis inhibition | AID2073 | GPR35 arrestin U2OS | GPR55 antagonists | Siah-1 displacement | GPR55 beta-arrestin | NS5 inhibitors | NTR1 agonist cell count 20 µM
5. C=CCn1c(NC(=O)c2ccco2)nc2ccccc21
  -0.1% | 0.7 | 0.0% | 13% | 15% | -7% | -2% | -0.1% | -2% | 59
8. COc1ccc(C(C(=O)NCc2ccccc2)N(Cc2ccco2)C(=O)c2snc(C(N)=O)c2N)cc1 (stereo unspecified)
  1.5% | 3.4 | -0.1% | 14% | -6% | 21% | 1% | -0.1% | -12% | 51
28. CC(C)[C@H](NC(=O)c1ccco1)C(=O)OCC(=O)c1ccc2c(c1)NC(=O)CO2
  -0.2% | -0.4 | 0.0% | 2% | -8% | 0% | 5% | 0.3% | -2% | 80
35. O=[N+]([O-])c1ccc(S(=O)(=O)N2CCSC2c2ccco2)cc1 (stereo unspecified)
  2.2% | 1.7 | 0.4% | 40% | 7% | 16% | 22% | 0.6% | 18% | 54

Source: PubChem BioAssay (several laboratories)

The order is random, and some 1.2% of all compounds hit somewhere here.
